Neddylation inh: inhibitors of cullin neddylation, primary screen, biochemical, TR-FRET, uHTS, NAE and Ubc12 | NEDD8-conjugating enzyme Ubc12 (Homo sapiens) + NEDD8-activating enzyme E1 regulatory … | calls only at 25 µM | hit rate 0.58% among 360,000 | AID 651699, 2012; in the data active = inhibition above about 36%
bovine MsrA act: bovine MsrA enzyme activators, primary screen, biochemical, absorbance, HTS; Methionine sulfoxide reductase A (Bos taurus); activation, % at 10.6 µM; purified bovine MsrA, absorbance read-out; hit rate 0.3% among 360,000; in the data active = activation above about 7.5%;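 also: 0% = vehicle and 100% = reference activator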
eLon inh: inhibitors of E. coli Lon protease, primary screen, biochemical, fluorescence polarization; P0A9M0; purified E. coli Lon protease; inhibition, % at 7.94 µM; hit rate 0.42% among 360,000; AID 602123, 2011; in the data active = inhibition above about 13%, passing the limit was not always enough;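 also: 0% = enzyme with probe and DMSO and 100% = no enzyme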
TbMetRS inhib: T. brucei MetRS inhibitors, primary screen, biochemical, luminescence; methionyl-tRNA synthetase (Trypanosoma brucei brucei); purified T. brucei MetRS, ATP depletion, Kinase-Glo luminescence; inhibition, % at 11.9 µM; hit rate 0.4% among 360,000; AID 624268, 2012;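 active = inhibition above a per-plate cutoff of the control wells' mean inhibition plus 3 SD, cut at about 5.5% in these data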;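 also: 0% = DMSO wells median and 100% = median of wells with control inhibitor compound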
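technique = Kinase-Glo luminescence, ATP depletion format | system = purified MetRS (methionyl-tRNA synthetase) enzyme from Trypanosoma brucei | timing = 15 min preincubation, 2 h reaction, all 25 °C | evaluation = percent inhibition versus plate control medians | dosing = single dose, 11.9 µM final nominal, 0.9% final DMSO | also added = substrates ATP, L-methionine and bulk Escherichia coli tRNA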
MsrA inh: bovine MsrA enzyme inhibitors, primary screen, biochemical, absorbance, HTS. purified bovine MsrA, absorbance read-out. inhibition, % at 15.5 µM. hit rate 0.75% among 360,000; in the data active = inhibition above about 4.5%;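 also: 0% = vehicle wells with enzyme and 100% = reference inhibitor wells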
PABP1 MLLE inh: inhibitors of PABP1 MLLE–PAM2 peptide binding, primary screen, biochemical, fluorescence polarization, FITC-PAM2, GST-MLLE. inhibition, % at 20 µM. Polyadenylate-binding protein 1 (Homo sapiens), P11940. hit rate 0.36% among 360,000. AID 588489, 2011; in the data active = inhibition above about 35%, passing the limit was not always enough;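 also: plate controls were DMSO wells with GST-MLLE for no effect and wells lacking GST-MLLE protein for full effect; some results filed as inactive read as strong as hits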
Target sequence (P11940 whole entry, looked up): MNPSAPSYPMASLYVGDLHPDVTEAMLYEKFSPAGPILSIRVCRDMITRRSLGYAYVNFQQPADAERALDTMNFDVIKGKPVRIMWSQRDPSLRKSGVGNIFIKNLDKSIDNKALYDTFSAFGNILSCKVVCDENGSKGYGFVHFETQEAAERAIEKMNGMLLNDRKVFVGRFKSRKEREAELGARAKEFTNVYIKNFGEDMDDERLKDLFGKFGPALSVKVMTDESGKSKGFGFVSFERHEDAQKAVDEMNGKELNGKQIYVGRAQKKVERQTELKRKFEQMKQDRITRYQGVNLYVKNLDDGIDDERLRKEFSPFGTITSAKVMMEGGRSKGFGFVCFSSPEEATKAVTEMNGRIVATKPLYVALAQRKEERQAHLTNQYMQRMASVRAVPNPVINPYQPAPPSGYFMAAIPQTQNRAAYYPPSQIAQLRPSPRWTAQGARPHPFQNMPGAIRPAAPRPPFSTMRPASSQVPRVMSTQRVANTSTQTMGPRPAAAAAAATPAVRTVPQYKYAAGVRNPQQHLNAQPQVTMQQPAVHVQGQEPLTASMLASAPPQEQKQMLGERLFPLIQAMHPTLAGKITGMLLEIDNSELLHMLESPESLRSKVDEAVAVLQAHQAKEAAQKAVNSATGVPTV
FAS TE block: FAS thioesterase domain inhibitors, primary screen, biochemical, fluorescence intensity, uHTS; Fatty acid synthase (Homo sapiens), P49327; hit rate 0.67% among 360,000; recombinant FAS-TE, OMFH fluorogenic substrate, fluorescence endpoint; inhibition, % at 15 µM;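 active = compounds whose normalised, plate-corrected inhibition of enzyme fluorescence in the single-dose primary screen is 50% or more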;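 also: 0% = DMSO with enzyme and 100% = substrate without enzyme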
Rin1 Abl inh: inhibitors of Rin1-Abl protein binding, primary screen, biochemical, TR-FRET; AID 588664, 2011; inhibition, % at 7.35 µM; hit rate 0.4% among 360,000; Tyrosine-protein kinase ABL1 (Homo sapiens) + Ras and Rab interactor 1 (Homo sapiens), …; in the data active = inhibition above about 5%, passing the limit was not always enough
CSN deneddyl inh: inhibitors of CSN-mediated cullin deneddylation, primary screen, biochemical, fluorescence polarization, uHTS. COP9 signalosome complex subunit 5 (Homo sapiens), Q92905. Purified CSN, SCF-Nedd8-OG deneddylation. inhibition, % at 12.5 µM. hit rate 0.38% among 360,000. AID 651999, 2013;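 active = pattern-corrected inhibition above about 35%, with an unprinted fluorescence ratio check between 0.5 and 1.5, limit read from the data, passing the limit was not always enough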;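 also: 0% = enzyme with substrate and 100% = substrate without enzyme; some results filed as inactive read as strong as hits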
Target sequence (Q92905 whole entry, looked up, one chain of several): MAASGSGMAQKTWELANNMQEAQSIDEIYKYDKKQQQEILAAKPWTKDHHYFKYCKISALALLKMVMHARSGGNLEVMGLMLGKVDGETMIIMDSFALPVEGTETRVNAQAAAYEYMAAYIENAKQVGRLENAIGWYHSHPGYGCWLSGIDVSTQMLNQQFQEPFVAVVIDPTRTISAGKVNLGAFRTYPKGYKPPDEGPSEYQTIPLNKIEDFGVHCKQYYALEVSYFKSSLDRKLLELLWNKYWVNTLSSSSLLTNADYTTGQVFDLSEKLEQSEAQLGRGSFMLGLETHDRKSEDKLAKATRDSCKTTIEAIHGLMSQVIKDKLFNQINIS
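test system = HEK293T-derived human Csn5 enzyme | amount = 0.24 nM Csn5 enzyme, final concentration | medium = Tris/NaCl/DTT buffer, pH 7.5 | schedule = 90 min reaction at room temperature | signal = FP | evaluation = inhibition of Csn5 cleavage, % | compound dosing = single dose of 12.5 µM compound with 0.25% DMSO | probe or stimulus = 10 nM SCFSkp2-Nedd8OG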
Numbers without * were called inactive; i = inactive; . = no result given; + = active, no number; & = joins results of further samples.

Results follow in this order: TbMetRS inhib	Neddylation inh	eLon inh	FAS TE block	MsrA inh	PABP1 MLLE inh	Rin1 Abl inh	bovine MsrA act	CSN deneddyl inh
COC(=O)c1ccccc1NC(=O)CSc1nc2ccsc2c(=O)n1CCCCC(=O)O
  -0.3	i	-21	-5	0.2	-17	-26	-5	3
COc1ccc(C2=NN(C(=O)CSc3nnc(-c4ccccc4F)o3)C(c3ccco3)C2)cc1 (stereo not drawn)
  -0.1	i	-4	23	1.4	-12	2	-4	-7
COc1ccc(/C=N\NS(=O)(=O)c2ccc(Cl)cc2)cc1COc1ccccc1[N+](=O)[O-]
  -0.4	i	-7	24	-1.1	-12	2	-5	4
O=C(CN1C(=O)NC2(CCCC2)C1=O)OCc1c(F)cccc1Cl
  -0.4	i	-11	-6	1.3	1	2	-6	0
CNC(=O)Nc1cccc(C(F)(F)F)c1
  -0.5	i	-3	-11	-0.1	7	2	-1	-1
CC(C)CN(C(=O)COC(=O)c1cccc2ccccc12)c1c(N)n(Cc2ccccc2)c(=O)[nH]c1=O
  -0.2	i	2	29	-0.1	-13	0	-2	0
O=C(CCCOc1ccccc1)Nc1cccc(C(=O)O)c1
  -0.6	i	-6	-2	0.0	-9	-2	-3	-4
CC1(C(=O)Nc2cccc(C#N)c2)CCN1C(=O)Cc1ccc(-c2ccccc2)cc1 (stereo not drawn)
  -0.2	i	6	36	-0.2	3	1	2	-5
COc1cccc(-c2nn(-c3ccc(C)cc3)cc2C(=O)N2CCc3cc(OC)c(OC)cc3C2)c1
  0.2	i	7	17	0.2	3	0	-3	2
CN1CCc2c(c3ccccc3n2Cc2ccccc2)C1
  -0.5&-0.3	i	7&2	-1&-3	-1.1&1.2	3&7	-3&0	6&-5	-5&1
Fc1cccc(Cc2c(-c3ccco3)nc3c(Cl)cc(C(F)(F)F)cn23)c1
  0.2	i	-18	3	-0.6	-2	5	-7	8
COc1ccc(N2C(=O)CC(N3CCC(C(N)=O)CC3)C2=O)cc1 (stereo not drawn)
  -0.8	i	3	-5	0.2	12	6	-3	5
COc1ccc(/C=N/NC(=O)c2nc(-c3ccccc3)n(-c3ccccc3)n2)c(O)c1
  -1.2	+	3	31	2.5	5	-1	-8	-17
Cc1ccc(NC(=O)COC(=O)CC2CCCC2)cc1F
  -0.1	i	-12	16	-0.6	1	-3	-2	-3
CCCCc1cc(=O)oc2c(CN3CCCC3)c(O)ccc12
  -0.2	.	5	-8	1.9	4	-1	-2	2

(cont.)
Results follow in this order: TbMetRS inhib	Neddylation inh	eLon inh	FAS TE block	MsrA inh	PABP1 MLLE inh	Rin1 Abl inh	bovine MsrA act	CSN deneddyl inh
Brc1cc2c(cc1C1OCCCO1)OCO2
  -0.3	i	-8	-8	0.9	-2	1	-3	5
COc1ccc(N(C(=O)c2snc(C(N)=O)c2N)C(C(=O)NCc2ccccc2)c2ccc(O)cc2)cc1 (stereo not drawn)
  -0.4	i	7	12	2.2	-10	2	-4	6
COc1ccc(/C=N/OCC(=O)Nc2cc(C)on2)cc1OC
  -0.5	i	-4	-8	-0.3	14	1	-3	1
CCCn1ncc(CN2CCC(C(=O)Nc3cccc(-c4cccc(F)c4)c3)CC2)c1C
  -0.8	i	11	-3	-0.9	-1	1	-11	-4
CCCCc1oc2c(c(=O)c1C)C(=O)CC(c1ccccc1)C2 (stereo not drawn)
  -1.3	i	-2	-5	-0.6	1	0	-8	-1
COc1ccc(C(=O)N/C(=C\c2ccccc2)C(=O)Nc2ccc(C(=O)NCC(=O)O)cc2)cc1
  -1.0	i	-5	-7	0.9	2	0	-10	0
COCCN(CCOC)S(=O)(=O)c1ccc(OC)cc1
  -1.4	i	10	-8	-0.3	-2	0	-2	1
CC(=O)n1cc(/C=N/NC(=O)c2ccccc2Cl)c2ccccc21
  -0.1	i	-2	4	.	-10	-1	-1	8
COc1cc(CNc2ccc3c(c2)CCC3)cc(OC)c1O
  -0.5	i	-11	-3	0.6	27	-1	-13	2
O=C(NCc1cccnc1)c1cccc(F)c1
  -0.8	i	-3	-2	1.7	-1	-4	-6	-12
CCC1=NN(C(=O)Cc2ccc(OC)cc2)C(O)(C(F)(F)F)C1 (stereo not drawn)
  0.3	i	-16	-5	1.4	10	-3	0	-5
COc1ccccc1C(CC(=O)Nc1nccs1)c1ccco1 (stereo not drawn)
  0.1	i	2	1	0.7	-4	1	0	2
Cn1c2ccccc2c2cnn(CC(=O)O)c(=O)c21
  -0.7	i	-6	-5	2.1	18	-6	-4	1
Cc1cc(C)nc(/N=C2/NC(=O)CS2)n1
  -1.2	i	-6	-7	-0.9	24	-1	-2	5
N/C(=N\OC(=O)c1ccc([N+](=O)[O-])cc1)c1ccc(Br)cc1
  -0.4	i	-2	4	0.0	-11	-3	-2	-6

Further records:
Results follow in this order: TbMetRS inhib	Neddylation inh	eLon inh	FAS TE block	MsrA inh	PABP1 MLLE inh	Rin1 Abl inh	bovine MsrA act	CSN deneddyl inh
Nc1nc2ccc(Cl)cc2cc1C(=O)NCCc1c[nH]c2ccccc12
  0.9	i	3	26	.	.	.	1	-8
CCc1nnc(N2C(=N)SCC2=O)s1
  -1.7	i	-9	-8	-1.2	-6	2	-7	2
O=C(Cc1ccccc1)NCC(=O)N1CCc2ccccc2C1
  -0.8	i	-1	-2	0.9	12	0	-2	4
CCc1[nH]nc(C(=O)N2CCCC(CNS(=O)(=O)c3cccs3)C2)c1C (stereo not drawn)
  -0.8	i	-7	-4	1.7	2	1	-4	-3
CN1C(=O)N(CC(=O)c2ccc3c(c2)OCO3)C(=O)C12CCCCC2
  -0.2	i	3	-10	1.8	-8	1	-6	-3
Cc1cccc(NC(=O)N2CCC(NC(=O)C3CCCCC3)CC2)c1
  0.0	i	-1	-7	0.1	-9	1	-3	-1
NC(c1csc(Nc2ccc(C(F)(F)F)cn2)n1)C1CCCCC1 (stereo not drawn)
  -0.2	i	-7	-10	-1.4	-3	4	3	1
N#CCc1c(C#N)c(N)nc(N2CCN(S(=O)(=O)c3ccccc3)CC2)c1C#N
  -0.4	i	-20	16	0.8	-109	5	-3	-1
c1ccc(Oc2cccc(OCCn3cncn3)c2)cc1
  -0.2	i	-4	-4	-0.4	7	2	-1	-4
Cc1cc(C)c(C)c(S(=O)(=O)N2CCC(C(=O)N3CCCC3)CC2)c1C
  -0.5	i	7	2	-1.8	2	5	-4	0
COc1ccc(CNC(=O)CCC(=O)n2ncc3cc(C)ccc32)cc1
  -1.2	i	-3	-4	0.5	10	0	-9	1
O=C(CN1C(=O)c2ccccc2S1(=O)=O)NCCSCc1ccccc1Cl
  -0.4	i	-4	2	-0.9	2	0	-4	2
Cc1ccc(C)c(NC(=O)CCOc2ccccc2)c1
  -0.8	i	-4	2	-0.6	3	0	-4	2
CC(C)(C)C(=O)Nc1cc(C(F)(F)F)ccc1N1CCOCC1
  -0.3	i	2	-3	-0.2	11	2	-5	-6
CC1=NNC(=O)/C1=C\c1cn(-c2ccccc2)nc1-c1cccs1
  -0.7	i	-1	-3	0.5	21	-3	0	-1

Continuation:
Results follow in this order: TbMetRS inhib	Neddylation inh	eLon inh	FAS TE block	MsrA inh	PABP1 MLLE inh	Rin1 Abl inh	bovine MsrA act	CSN deneddyl inh
CCOC(=O)CNC(=S)N(Cc1ccco1)Cc1ccccc1Cl
  -0.8	i	-8	7	-0.5	-14	1	-2	6
Cc1ccc(N(CC(=O)NC2CCCCC2C)S(=O)(=O)c2c(C)nn(C)c2C)cc1 (stereo not drawn)
  0.2	i	-2	1	1.5	10	3	-4	2
COc1ccc(C(NC(=O)C(C)(C)C)NC(=O)C(C)(C)C)cc1
  -0.2	i	1	-6	0.6	4	-2	-2	3
O=C(/C=C/c1ccccc1[N+](=O)[O-])N1CCOCC1
  -1.1	i	-7	-4	-0.1	17	-5	-2	2
O=S(=O)(Nc1ccc(C(O)(C(F)(F)F)C(F)(F)F)cc1)c1ccc(Cl)c2nonc12
  0.2	i	5	19	.	1	1	-5	6
CCOc1c(N2CC(C)OC(C)C2)c(=O)c1=O (stereo not drawn)
  -0.2	i	-9	-7	2.5	-15	3	-2	-2
COC(=O)c1c(N)n(CCCN2CCOCC2)c2nc3ccccc3nc12
  -0.2	.	-10	-8	1.6	13	-6	-6	-2
COc1ccc(NC(=S)Nc2cnc3ccccc3c2)c(OC)c1
  -0.1	i	-6	-5	-1.1	16	0	-5	4
CSc1nncc(-c2ccc(F)cc2)n1
  -1.1	i	-7	1	0.8	-5	0	-6	-5
COc1ccc(C(C(=O)NC2CCCC2)n2c(CSCCOc3ccccc3)nc3ccccc32)cc1 (stereo not drawn)
  0.2	i	.	.	0.5	.	.	.	2
CCCOC(=O)CCCCC1SCC(NC(=O)OC)C1NC(=O)OC (stereo not drawn)
  -0.4	i	-7	-8	0.5	-7	2	-2	5
Cc1cnc(Sc2ncccc2[N+](=O)[O-])nc1
  -0.5	i	-4	-1	1.2	6	1	-1	3
COC(=O)c1ccccc1NC(=O)N1CCN(c2ccccc2F)CC1
  -0.7	i	6	18	1.1	0	-1	-2	-2
CC(=O)N/C(=C\c1ccccc1)C(=O)OCc1cc(C)ccc1C
  -0.2	i	0	6	-0.5	4	-1	-6	0
COC(=O)c1nccnc1N
  -0.4	.	0	-3	0.7	-2	5	-3	-3
O=C(Cc1c(F)cccc1Cl)OCC(=O)c1ccc[nH]1
  -0.3	i	-13	-1	-0.6	-6	1	2	3
C[C@H](N)C(=O)OCc1ccc([N+](=O)[O-])cc1
  -0.1	i	0	-4	1.5	-4	0	-1	-2

Hits appear at their usual frequency; about 4% have a hit in one of these screens.
